# PhoP GFP inhibition: PhoP regulon inhibitors, Salmonella typhi PhoP promoter GFP reporter, confirmatory (AID 1850). Salmonella Typhi PhoP-promoter GFP reporter, fluorescence, 4 h; higher % means a stronger effect. inhibition, % at 50 µM, or IC50 in µM where a hit was titrated. actives 0.33% (n = 310,000); in the data active = a potency from the dose series; inconclusive = inhibition mostly from about 25% at the one dose, without a potency; inactive = the rest, 99 in 100 with inhibition below about 19%;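 also: 0% = induced wells with vehicle and 100% = uninduced wells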
# H37Rv inhibition: M. tuberculosis growth inhibition, HTS (AID 449762); one-dose inhibition, % at 25 µM; IC50 in µM for titrated hits; M. tuberculosis H37Rv growth inhibition, 7H9 media; higher % means a stronger effect; actives 0.59% (n = 330,000); in the data active = a potency from the dose series; inconclusive = inhibition above about 70% without an active follow-up result;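 also: bacterial growth assessed after seven days of incubation; strong numbers were not always called active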
# VEEV TC-83 Vero: inhibitors of VEEV TC-83 cytopathic effect, confirmation, Vero cells (AID 588727); Vero cells, VEEV TC-83 cytopathic effect inhibition; higher % means a stronger effect; inhibition, % at 20 µM; hits with a dose series show IC50 in µM; actives 0.13% (n = 350,000); in the data active = a potency from the dose series; inconclusive = inhibition mostly from about 14% at the one dose, without a potency; inactive = the rest, 99 in 100 with inhibition below about 12%; also: strong numbers were not always called active
# influenza NS1A: H1N1 influenza NS1A inhibitors, functional cell based assay (AID 504329); NS1A functional cell-based assay, percent inhibition; higher % means a stronger effect; inhibition, % at 12.5 µM, or IC50 in µM where a hit was titrated; actives 0.3% (n = 340,000); in the data active = a potency from the dose series; inconclusive = inhibition above about 27% without an active follow-up result; also: strong numbers were not always called active
# M. tuberculosis: growth inhibition of non-replicating M. tuberculosis (AID 488890). Mycobacterium tuberculosis non-replicating, growth inhibition; higher % means a stronger effect. inhibition, % at 25 µM; hits with a dose series show IC50 in µM. actives 0.39% (n = 320,000); in the data active = a potency from the dose series; inconclusive = inhibition mostly from about 82% at the one dose, without a potency; inactive = the rest, 99 in 100 with inhibition below about 76%;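 also: plate controls were DMSO cells for no effect and high antibiotic wells for full effect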
# VEEV TC-83 Vero 10K pilot screen: further read-out of VEEV TC-83 Vero, marked with its call; inhibition, %; measured here: 10K pilot screen inhibition
# * hit, by the source's call; i = inactive; ? = inconclusive; · = not tested or not shown; & = joins results of further samples.
SMILES,PhoP GFP inhibition,H37Rv inhibition,VEEV TC-83 Vero,influenza NS1A,M. tuberculosis,others
Nc1cc(Nc2ccc(Br)cc2)nc(N)n1,11%,-2%,0.2%,20%,42%,
COc1ccc(C(=O)Nc2ccc3c(c2)nc(CN2CCCC2)n3C)cc1,9%,3%,0.1%,-1%,18%,
CC12CC3(C)CC(C)(C1)CC(C(N)=O)(C2)C3,3%,0%,0.4%,-8%,0%,
COc1ccc(/C=C2\SC(=S)N(CCCC(=O)NC3CCCC3)C2=O)cc1OC,-2%,3%,8.6%,-4%,19%,
O=C(CCc1nc(-c2ccccn2)no1)NCc1ccc2c(c1)OCO2,2%,-3%,0.6%,-16%,0%,
COc1ccc(OCC(=O)N2CCN(C(=O)COc3ccc(Br)cc3)CC2)cc1,21%,-5%,1.4%,0%,0%,
O=C(COC(=O)c1ccco1)NCC1CCCO1 (stereo unspecified),-2%,0%,6.5%,0%,-12%,
Cn1c2c(c(=O)n(C)c1=O)C(c1ccccc1Cl)CC(=O)N2 (stereo unspecified),-2%,-4%,1.3%,28%,·,
CCN(CC)C(=O)CSc1nc(O)c(Cc2ccccc2)c(=O)n1-c1ccccc1,0%,-5%,1.0%,8%,·,
COc1ccc(C(CNC(=O)COc2ccccc2-c2ccccc2)N2CCOCC2)cc1 (stereo unspecified),5%,6%,9.6%,-1%,20%,
CC[C@]12c3[nH]c4ccc(OC)cc4c3CCN1C(=O)C(CC(=O)NCCCn1ccnc1)C[C@@H]2C(=O)N1CCN(C(=O)c2ccco2)CC1 (stereo partly specified),·,·,0.8%,-5%,·,
Cc1nnc(N(C)C(=O)c2ccccn2)s1,-7%,2%,0.1%,12%,-14%,
Cn1c(=O)cc(SCC(=O)Nc2ccccn2)c2ccccc21,-5%,3%,·,·,-4%,
C=CCc1cc(OC)ccc1OCC(O)CN1CCN(c2ccc(OC)cc2)CC1 (stereo unspecified),1%&0%,19%&31%,1.4%,10%,33%&51%,
Nc1c(S(=O)(=O)O)cc(NC(=O)c2ccccc2)c2c1C(=O)c1ccccc1C2=O,-12%,7%,0.6%,13µM*,15%,
COc1ccc2c(=O)c3c(=O)n(-c4ccc(C)cc4)c(-c4ccccc4)nc3oc2c1,-2%,-12%,·,·,-4%,
CCCCNC(c1ccccc1)c1ccncc1 (stereo unspecified),1%,-3%,0.6%,-5%,-2%,
CN(C)C(=O)CN(c1ccc2c(c1)OCO2)S(C)(=O)=O,-11%,-5%,0.8%,-5%,9%,
Cc1nn(C2CCS(=O)(=O)C2)c(C)c1CN(C)C(=O)c1ccccc1 (stereo unspecified),·,-3%,1.0%,-7%,-2%,
C=CCNc1nc(-c2cccs2)c(CC(=O)O)s1,14%,10%,0.6%,13%,66%,
S=C(NC1CCCC1)N1CCN(c2ccc(Cl)cc2)CC1,2%,2%,1.3%,1%,78%,
COC(=O)c1sccc1-c1ccc(C(N)=O)o1,2%,11%,·,·,-5%,
CCOc1ccc(CSC2=NCCN2)cc1Cl,21%,-3%,5.8%,0%,48%,
COc1ccc(C(=O)Nc2nc3c(s2)CCCC3)cc1S(=O)(=O)N1CCCc2ccccc21,-11%,?,13%,-2%,68%,
COc1ccc(NS(=O)(=O)c2cccc(C(=O)NCC(c3cccs3)N3CCOCC3)c2)cc1 (stereo unspecified),·,0%,0.9%,-21%,13%,

# The final two compounds of the part before open the next one.
SMILES,PhoP GFP inhibition,H37Rv inhibition,VEEV TC-83 Vero,influenza NS1A,M. tuberculosis,others
COc1ccc(C(=O)Nc2nc3c(s2)CCCC3)cc1S(=O)(=O)N1CCCc2ccccc21,-11%,?,13%,-2%,68%,
COc1ccc(NS(=O)(=O)c2cccc(C(=O)NCC(c3cccs3)N3CCOCC3)c2)cc1 (stereo unspecified),·,0%,0.9%,-21%,13%,
Cc1ccc(NC(=O)c2cccc3c2C(=O)N(C2CCCCC2)C3)c(Cl)c1,1%,8%,i,-4%,10%,
O=C(NNC(=O)c1cccnc1SCc1cccc([N+](=O)[O-])c1)c1ccccn1,-4%,9%,8.7%,3%,?,
CNc1cc(NS(=O)(=O)c2ccc(N)cc2)nc(NC)n1,6%,17%,0.6%,0%,20%,
Cc1ccc(CN(C)C(=O)C2CCC(=O)N(CCc3ccccc3)C2)o1 (stereo unspecified),·,·,0.4%,-7%,·,
CCN(CC)c1ccc(C(=O)NNC(=O)CNC(=O)c2cccs2)cc1,·,-4%,1.7%,8%,8%,
CCCc1nc2ccccc2n1CCc1ccccc1,-7%,-2%,0.2%,-6%,21%,
COc1ccc(CNC(=O)c2cc3ccccc3oc2=O)cc1,2%,35%,0.2%,-11%,?,
O=C(Cc1ccc([N+](=O)[O-])cc1)Nc1ccon1,-5%,0%,1.5%,-10%,6%,
CN(CC(=O)N1CCCCCC1)S(=O)(=O)c1cccc2cccnc12,-4%,-5%,1.5%,-3%,·,
COc1ccc(OC(C)C(=O)N(C)Cc2nc(-c3cccc(C)c3)no2)cc1 (stereo unspecified),8%,5%,1.3%,-7%,-1%,
CCN(CC)C(=O)Oc1ccc2cc(Br)ccc2c1,-9%,42%,3.2%,-11%,79%,
Brc1ccc(-c2nnc3ccc(Nc4ccccc4)nn23)cc1,-5%,-3%,·,·,23%,
CC1CCN(C(=O)CCCOc2cc(=O)n(C)c3ccccc23)CC1,4%,-20%,3.8%,-5%,-4%,
NC(=O)Nc1ccc(C(=O)OCC(=O)Nc2ccc(Cl)cn2)cc1,-2%,43%,0.4%,-9%,4%,
CC1C(=O)Nc2ccccc2N1C(=O)c1ccc(Cl)cc1 (stereo unspecified),-6%,5%,1.7%,-8%,1%,
CCCN(CC(=O)Nc1ccccc1C)C(=O)c1ccc(N2CCCCCC2)c([N+](=O)[O-])c1,-4%,-3%,5.4%,9%,66%,
O=C(NCc1cccnc1)Nc1cccc(Cl)c1Cl,-3%,5%,5.5%,29%,-8%,
COc1ccc(C(=O)O/N=C(\N)c2ccccc2)cc1,2%,1%,5.0%,25%,19%,
Cc1cccc(N/C(=N\S(=O)(=O)c2ccccc2)C(F)(F)F)c1,9%,-3%,i,-1%,-3%,
CC(C)=CCC[C@](C)(O)C1CC[C@]2(C)C1C(O)CC1[C@@]3(C)CCC(O)C(C)(C)C3C(O[C@@H]3OC(CO)C(O)C(O)C3O[C@@H]3OC(C)C(O)C(O)C3O)C[C@]12C (stereo partly specified),·,-4%,i,-7%,15%,
CCc1nc(NCc2ccco2)c2oc3ccccc3c2n1,4%,5%,12%,-3%,-6%,
COC(=O)CCC(C(=O)CN1C(=O)c2ccccc2C1=O)N1C(=O)c2ccccc2C1=O (stereo unspecified),·,·,0.7%,-15%,·,
CC(C)OCCCn1c(SCC(=O)N2CCCC2=O)nc2ccccc2c1=O,5%,-1%,1.9%,-13%,-15%,
NC(=O)SCC(=O)Nc1cccc(Cl)c1,9.1µM*,-3%,i,-17%,30%,
Cc1ccc(CNC(=O)CCCC(=O)c2ccccc2)cc1,12%,-1%,0.4%,3%,14%,
# Later entries:
SMILES,PhoP GFP inhibition,H37Rv inhibition,VEEV TC-83 Vero,influenza NS1A,M. tuberculosis,others
O=C(CSc1nnc(Nc2ccccc2)s1)NC1CC1,·,-4%,2.1%,-8%,28%,
CC(=O)NC(Cc1ccccc1)C(=O)Oc1ccc2ccccc2c1 (stereo unspecified),·,·,i,-14%,·,
COc1ccc(/C=N/NC(=O)CCc2n[nH]c(=O)[nH]c2=O)cc1O,3%,6%,0.8%,0%,-9%,
CC(C)[C@]12O[C@H]1[C@@H]1O[C@]13[C@]1(O[C@H]1C[C@H]1C4=C(CC[C@@]13C)C(=O)OC4)[C@@H]2O,-3%,-2%,·,·,-3%,
CC1Cc2cc(S(=O)(=O)NCc3ccccc3)ccc2N1C(=O)C1CC1 (stereo unspecified),7%,0%,i,-5%,6%,
CSCCC(NC(=O)c1cccc(C)c1)C(=O)OCC(=O)NC(=O)c1cccn1C (stereo unspecified),0%,-3%,0.4%,-2%,-32%,
Cc1c(C(=O)NCc2ccc3c(c2)OCO3)oc2ccc(Br)cc12,-16%,-23%,?,3%,6%,
COC(=O)c1cncn1C(C)c1ccccc1 (stereo unspecified),-5%,-13%,i,-6%,-6%,
CC(=O)c1cccc(N2C(=O)C3C(C(=O)Nc4cc(C)on4)C4(C)C=CC3(O4)C2C(=O)NC(C)(C)C)c1 (stereo unspecified),13%,1%,1.5%,1%,1%,
O=C(O)CCn1cc(-c2ccc(Cl)cc2)nc1-c1ccncc1,-6%,-4%,1.2%,1%,6%,
COCCN1C(=O)c2ccc(C(=O)O)cc2C1=O,-17%,0%,2.4%,0%,12%,
CCCc1nnc2c(N(C)S(=O)(=O)c3ccc(C)cc3)nc3ccccc3n12,-2%,-2%,5.5%,-7%,3%,
O=[N+]([O-])c1ccc2nccn2c1,0%,-6%,i,-7%,-13%,
CCCC12CN3CCN(C1)CC(CCC)(C3)C2=O,7%,7%,0.3%,-9%,2%,
CCOC(=O)/C(C(N)=NCC(C)C)=C(/O)c1ccccc1,5%,-2%,4.7%,6%,-10%,VEEV TC-83 Vero 10K pilot screen=1.1
O=C(Nc1cc(C(F)(F)F)ccc1N1CCCC1)c1ccc2c(c1)OCO2,1%,-1%,1.7%,4%,0%,VEEV TC-83 Vero 10K pilot screen=0.3
CCCCOC(=O)c1cc(=O)[nH]c2ccccc12,3%,·,0.3%,5%,·,
Cc1cc(N2C(=O)C=CC2=O)c([N+](=O)[O-])cc1C,-3%,8%,0.3%,5%,4%,
O=C1c2ccccc2C(=O)N1CCC(O)C[N+](=O)[O-] (stereo unspecified),0%,5%,1.8%,-7%,0%,
CCOC(=O)C1(Cc2ccccc2)CCN(Cc2cc(=O)c3ccccc3[nH]2)CC1,-1%,5%,1.2%,-3%,12%,
COc1ccc(C(=O)NC(=S)Nc2ccc(S(=O)(=O)Nc3cc(OC)ncn3)cc2)cc1,7%,12%,0.4%,-6%,39%,
COc1ccc(-c2cnnc(N/N=C/c3ccc(O)c(O)c3)n2)cc1,0%,1%,5.1%,5%,-12%,
O=C(Cc1nc2ccccc2[nH]1)c1ccc(Cl)cc1,-5%,-1%,0.8%,11%,3%,
COc1ccc(OC)c(S(=O)(=O)Nc2ccccc2C(=O)N2CCCCC2)c1,·,·,2.3%,-4%,·,
COc1ccc2c(c1)C(c1ccc([N+](=O)[O-])cc1)=NNC(c1ccco1)=N2,5%,4%,i,11%,16%,
# (more compounds)
SMILES,PhoP GFP inhibition,H37Rv inhibition,VEEV TC-83 Vero,influenza NS1A,M. tuberculosis,others
CCOc1cc(C(=O)N2CCOCC2)ccc1OCc1ccccc1,8%,-4%,0.8%,-6%,-7%,
c1ccc2cc(CN3CCOCC3)ccc2c1,-6%,-4%,1.3%,-4%,-1%,
O=C(c1cc2ccccn2n1)N1CCN(c2ccccn2)CC1,5%,-1%,1.8%,2%,9%,
Cn1c(SCc2ccc(Br)cc2)nnc1-c1ccncc1,-6%,10%,0.3%,7%,12%,
COc1ccc(C(=O)NCC(=O)N/N=C/C(C)=C/c2ccco2)cc1OC,-3%,?,i,-7%,2%,
CC1CCN(CCOCCOc2ccc(Br)cc2Cl)CC1,25%,-3%,i,7%,?,
CN1CCN(C(=S)Nc2cc(S(=O)(=O)N3CCOCC3)ccc2Cl)CC1,1%,-3%,1.1%,2%,15%,
COc1cccc(CNS(=O)(=O)c2ccc(N3CCCC3=O)cc2)c1,-11%,7%,i,9%,0%,
Cc1ccc(NC(=O)CN(C)C(=O)C2COc3ccccc3O2)cc1 (stereo unspecified),0%,-1%,i,-7%,37%,
CC(C)N(Cc1cc2ccccc2[nH]c1=O)C(=O)c1ccco1,2%,-2%,2.1%,4%,-3%,
COc1ccc(OC)c(S(=O)(=O)Nc2cc(C(=O)O)ccc2N2CC3CC(C2)c2cccc(=O)n2C3)c1 (stereo unspecified),-4%,-9%,7.7%,8%,3%,

# Molecules above that contain bromine:
SMILES,PhoP GFP inhibition,H37Rv inhibition,VEEV TC-83 Vero,influenza NS1A,M. tuberculosis,others
Nc1cc(Nc2ccc(Br)cc2)nc(N)n1,11%,-2%,0.2%,20%,42%,
COc1ccc(OCC(=O)N2CCN(C(=O)COc3ccc(Br)cc3)CC2)cc1,21%,-5%,1.4%,0%,0%,
CCN(CC)C(=O)Oc1ccc2cc(Br)ccc2c1,-9%,42%,3.2%,-11%,79%,
Brc1ccc(-c2nnc3ccc(Nc4ccccc4)nn23)cc1,-5%,-3%,·,·,23%,
Cc1c(C(=O)NCc2ccc3c(c2)OCO3)oc2ccc(Br)cc12,-16%,-23%,?,3%,6%,
Cn1c(SCc2ccc(Br)cc2)nnc1-c1ccncc1,-6%,10%,0.3%,7%,12%,
CC1CCN(CCOCCOc2ccc(Br)cc2Cl)CC1,25%,-3%,i,7%,?,
